High-throughput results deposited in PubChem by several laboratories.
CHT PAM: human CHT allosteric activation; CHT-expressing cells, membrane potential dye, choline EC20; active compounds read high; LV-AA mutant CHT in HEK293 cells; Q9GZV3; hit rate 0.49% among 310,000; B-score at 10 µM; AID 488977;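 active = initial fluorescence not abnormally high and integrated response B-score, plate-corrected, over 3 SD above library mean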
Target sequence (Q9GZV3 whole entry, looked up): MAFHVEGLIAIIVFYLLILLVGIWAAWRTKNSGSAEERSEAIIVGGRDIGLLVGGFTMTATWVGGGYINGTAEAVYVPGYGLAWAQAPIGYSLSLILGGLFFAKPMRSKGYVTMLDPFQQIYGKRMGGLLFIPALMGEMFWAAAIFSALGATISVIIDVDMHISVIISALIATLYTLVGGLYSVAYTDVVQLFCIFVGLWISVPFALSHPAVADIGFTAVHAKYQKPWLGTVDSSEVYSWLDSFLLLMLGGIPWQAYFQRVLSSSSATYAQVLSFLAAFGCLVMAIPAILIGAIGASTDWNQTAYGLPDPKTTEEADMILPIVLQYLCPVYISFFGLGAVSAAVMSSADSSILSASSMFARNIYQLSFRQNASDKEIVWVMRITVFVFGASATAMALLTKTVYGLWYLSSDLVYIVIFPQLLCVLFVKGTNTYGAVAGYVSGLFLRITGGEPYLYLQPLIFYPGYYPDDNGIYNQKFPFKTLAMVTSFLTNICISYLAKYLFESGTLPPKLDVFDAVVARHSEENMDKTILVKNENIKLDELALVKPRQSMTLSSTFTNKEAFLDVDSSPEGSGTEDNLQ
OX1R antag-1: antagonists of human orexin 1 receptor (OX1R); OX1R-expressing cells, FRET antagonist read-out; inhibition, % at 6.6 µM; hit rate 1.8% among 330,000; AID 485270; in the data active = inhibition mostly above about 38%, no sharp cut-off; inactive = mostly below about 40%;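 note: 0% = agonist challenge alone and 100% = reference antagonist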
Target sequence (O43613 whole entry, looked up): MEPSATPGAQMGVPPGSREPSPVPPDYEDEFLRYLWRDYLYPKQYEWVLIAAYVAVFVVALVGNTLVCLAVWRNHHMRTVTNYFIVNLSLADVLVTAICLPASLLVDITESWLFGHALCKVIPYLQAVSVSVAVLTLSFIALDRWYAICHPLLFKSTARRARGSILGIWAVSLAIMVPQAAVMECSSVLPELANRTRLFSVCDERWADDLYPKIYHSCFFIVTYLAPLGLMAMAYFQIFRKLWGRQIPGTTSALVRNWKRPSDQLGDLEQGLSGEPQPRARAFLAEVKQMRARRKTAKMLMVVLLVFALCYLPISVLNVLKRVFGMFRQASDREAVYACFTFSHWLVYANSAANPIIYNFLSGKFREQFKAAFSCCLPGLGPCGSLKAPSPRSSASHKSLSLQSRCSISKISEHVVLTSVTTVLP
OX1R antag-2: blocks the human orexin 1 receptor. O43613. hit rate 0.43% among 330,000. AID 434989. inhibition, % at 5 µM. CHO/OX1R cells, Fluo-8 calcium fluorescence, orexin A;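 active = inhibition above its plate's threshold, mean inhibition of all tested compounds on the plate plus 3 SD, cut at about 37% in these data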;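 note: 0% = orexin A challenge wells and 100% = SB-334867-A antagonist wells; not every result past the cut was called active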
The depositor's hits bear a star; i = inactive; / = not tested or not shown.

SMILES | CHT PAM | OX1R antag-1 | OX1R antag-2
Cc1ccc(NC(=O)COn2nnc3ccc(S(=O)(=O)N(C)C)cc32)cc1F | i | 16 | -17
CN(C(=O)CN1C(=O)C2C3CC(C(Br)C3Br)C2C1=O)C1CCCCC1 (centres undefined) | i | 7 | -2
CCN(CC(=O)Nc1cc(Cl)cc(Cl)c1)CC(=O)NC1CCS(=O)(=O)C1 (centres undefined) | / | 4 | -20
CCOC(=O)c1c(C)nc2c(c1C)c(=O)oc1ccccc12 | i | 4 | -27
O=C(Cn1nnc(-c2ccccc2)n1)OCc1csc(-c2ccccc2)n1 | i | 11 | -20
CC(Sc1ncnc2sc(-c3ccccc3)cc12)C(N)=O (centres undefined) | i | 7 | -2
CC(=O)c1ccc(NC(=O)C2CCN(S(=O)(=O)c3cccs3)CC2)cc1 | i | 4 | -9
Cc1nn2c3c(cnc2c1-c1ccccc1)C(=O)CCC3 | i | 14 | -11
O=S(=O)(c1ccc2ccccc2c1)N1CCN(Cc2ccccn2)CC1 | i | 18 | -22
COc1ccc(NC(=O)C2CCCC2)cc1S(=O)(=O)N1CCOCC1 | / | 9 | -20
CC1CCCC(C)N1CC(O)COCc1ccccc1F (centres undefined) | i | -3 | -14
CCCNC(=S)N1CCC(c2nc3cc(C)c(C)cc3[nH]2)CC1 | i | 44 | -11
CCN(C1CCS(=O)(=O)C1)S(=O)(=O)c1cc(C)ccc1C (centres undefined) | i | 5 | -15
COc1ccc(/C=C(\NC(=O)c2cccs2)C(=O)N2CCOCC2)cc1OC | i | 10 | 4
Cc1cc(C)c(NC(=O)CSc2nnc(CNC(=O)c3c(F)cccc3Cl)o2)c(C)c1 | i | 1 | -18
O=C1C2CCCCN2C(=O)N1CCCCN1CCN(c2cccc(Cl)c2)CC1 (centres undefined) | i | 7 | -19
COc1cccc(NC(=O)CCc2nnc3ccc(N4CCN(c5cccc(OC)c5)CC4)nn23)c1 | i | 8 | -3
Cc1cc(-c2ccccc2)n[nH]1 | i | 21 | -1
N=C(N)c1ccc(Cl)cc1 | i | 11 | -8
O=C(c1ccc(Cl)cc1)N(Cc1cccs1)C1CCS(=O)(=O)C1 (centres undefined) | i | 1 | -19
O=C(NCC(c1ccco1)N1CCN(c2ccccc2F)CC1)c1cccs1 (centres undefined) | i | 34 | -20
Cc1cc(NC(=O)C2CC(c3c(F)cccc3Cl)=NO2)n(-c2ccccc2)n1 (centres undefined) | i | 7 | -45
CCSC1=NCN(CCCC(=O)O)CN1 | i | 16 | -2
CC(OC(=O)c1ccccc1NCCO)C(=O)Nc1ccnn1C(C)C (centres undefined) | / | -3 | -8
O=C(O)CCc1nn2cnc3sc4c(c3c2nc1=O)CCCC4 | i | 19 | -1
NC(=S)Nc1ccc(F)c(F)c1F | i | 6 | -17
N#C/C(=N\Nc1ccc([N+](=O)[O-])cc1)C(N)=S | i | 90* | 17
COc1cc(/C=N/NC(=S)NC2CC3C=CC2C3)cc(OC)c1OC (centres undefined) | i | 4 | -34
CC(=O)Nc1ccc(NC(=O)C(C)OC(=O)c2cc(S(=O)(=O)N(C)C)ccc2N2CCCC2)cc1 (centres undefined) | i | 20 | -15
CCN1CCc2nc(NC(=O)C(c3ccccc3)c3ccccc3)sc2C1 | i | 6 | -11
CCC(=O)N(Cc1cc2ccccc2[nH]c1=O)c1ccccc1OC | i | -2 | -11
CCOC(=O)c1c(NC(=O)CSc2nnc(-c3c[nH]c4ccccc34)n2CC)sc2c1CCCC2 | i | 3 | -18
CC(NC(=O)C1=CC=CN2CCS(=O)(=O)N=C12)c1ccc(Cl)cc1Cl (centres undefined) | / | -1 | -23
O=C(CCc1nnc2ccc(NCc3ccccc3Cl)nn12)NC1CCCCC1 | i | 3 | -13
CC1CCN(S(=O)(=O)c2ccc3c(c2)N(CC(=O)NCCCN2CCCC(C)C2)C(=O)CO3)CC1 (centres undefined) | i | -8 | 3
O=C(NCCNC(=O)c1ccc(Br)o1)c1cccnc1 | i | -3 | -5
c1cc(-c2n[nH]c(-c3ccncc3)n2)ccn1 | i | 12 | -7
O=C(NNC(=O)c1cccs1)c1ccccc1 | i | 4 | -1
CC(C)(C)NC(=O)NC(=O)CSc1ncccn1 | i | 6 | -5
CC(C(=O)Nc1ccc([N+](=O)[O-])cc1Cl)N1CCN(S(=O)(=O)c2cccs2)CC1 (centres undefined) | / | 5 | 6
COCCNC(=O)/C(C#N)=C/c1ccc(C)o1 | i | 70 | -5
CN(C)S(=O)(=O)c1ccc(C(=O)NCC2(N3CCOCC3)CCCCC2)cc1 | / | 2 | -5
N#Cc1cn(-c2cccc(C(F)(F)F)c2)c(=O)[nH]c1=O | i | -2 | 2
COC(=O)c1ccc(NC(=S)NCCc2ccccc2C)cc1 | i | 26 | 11
Cc1ccc(C)c(S(=O)(=O)c2c(N)n(/N=C/c3ccco3)c3nc4ccccc4nc23)c1 | i | 29 | 24
Cc1csc(Nc2ccccc2C(F)(F)F)n1 | i | 27 | -23
Cc1ccc(/C=N/NC(=O)Cn2cnc3c2c(=O)n(C)c(=O)n3C)s1 | i | 7 | -8
Cc1ccc(NS(=O)(=O)c2ccc3c(c2)n(C)c(=O)n3C)cc1C | i | 27 | -21
COC(=O)COc1cccc(/C=N/NC(=O)CCSc2ccccc2)c1 | i | 12 | 14
O=C(Nc1ccc(N=Nc2ccccc2)cc1)c1ccc(Cl)cc1Cl | i | 2 | -11
C=CCN1C(=O)C(Cc2ccc(OCC)cc2)SC1=Nc1ccc(C(=O)O)cc1 (centres undefined) | i | 6 | -3
COC(=O)C1CCCCN1C(=O)c1ccc2oc(C(C)C)nc2c1 (centres undefined) | i | 24 | -46
O=C(CSc1nnc(Cn2c(=O)sc3ccccc32)n1-c1ccccc1)Nc1nccs1 | i | 18 | -15
CCN(C(=O)COC(=O)c1n[nH]c2ccccc12)C1CCS(=O)(=O)C1 (centres undefined) | i | 0 | -25
CN(C)C(CNC(=O)c1ccc(S(=O)(=O)N(C)C)cc1)Cc1ccccc1 (centres undefined) | i | 7 | -20
CC(C)N1CCN(Cc2cccc(-c3ccco3)c2)CC1CCO (centres undefined) | i | 17 | -33
CCC(=O)N(Cc1ccco1)c1nc(C(=O)Nc2ccc(Cl)cc2)c(C)s1 | i | 14 | -23
C#CCOCCOCCOCCNc1nc(N2CCN(C(=O)CCCCCCCCCCNC(=O)[C@H](CCCCN)n3cc(CCO)nn3)CC2)nc(N2CCN(C(=O)CCCCCCCCCCNC(=O)[C@H](CCCN=C(N)N)n3cc(C[C@@H](C)CC)nn3)CC2)n1 | i | -15 | -30
Cc1cccc(-n2c(SCC(N)=O)nnc2-c2ccco2)c1 | i | -4 | -11
CCOc1ccc(N2CC(C(=O)Nc3nnc(Cc4ccc(OC)cc4)s3)CC2=O)cc1 (centres undefined) | i | 7 | -2

(listing goes on)
SMILES | CHT PAM | OX1R antag-1 | OX1R antag-2
Clc1ccccc1CSc1cc2c(nn1)-c1ccccc1CC2 | i | 39 | -17
CCOC(=O)c1nn(-c2ccc(F)cc2)c2c1CC/C2=C/c1ccccc1 | i | 14 | 3
CC(C)(C)c1ccc(C(=O)N2CCNCC2)cc1 | i | 8 | -13
O=C(COC(=O)c1ccccc1OCc1ccc(F)cc1)NCC1CCCO1 (centres undefined) | / | 4 | -4
NC(=O)C1CCN(c2nc3c(S(=O)(=O)c4ccccc4)nnn3c3ccccc23)CC1 | i | 0 | 0
CC1=NCCN1CCNC(=O)Nc1cc(C)cc(C)c1 | i | -3 | -6
CC1(C(=O)NCc2ccc(Cl)c(Cl)c2)Oc2ccccc2NC1=O (centres undefined) | i | 22 | -3
Cc1ccc(S(=O)(=O)Nc2nnc(C3CCCCC3)s2)cc1 | i | 13 | -4
COc1ccccc1N1C(=S)NC2CS(=O)(=O)CC21 (centres undefined) | i | -1 | 3
COc1cccc(CN(C(=O)COc2ccc(C)cc2)C2CCS(=O)(=O)C2)c1 (centres undefined) | i | 11 | -14
O=C(O)C1C2CCC(O2)C1C(=O)NCc1ccccc1Br (centres undefined) | i | 18 | -10
CC1CCCC(N2CCN(C(=O)c3ccc(F)cc3)CC2)C1 (centres undefined) | i | 10 | -12
CC(C)(C)C(=O)NC1(C(F)(F)F)NC(=O)N(CCc2ccccc2)C1=O (centres undefined) | i | 4 | -13
C=C1CCN([C@@H](CC(C)C)C(=O)NCc2ccccc2)S(=O)(=O)c2ccccc21 | i | 35 | -26
CN(c1ccccc1)S(=O)(=O)c1cccc(NC(=O)COc2cccc([N+](=O)[O-])c2)c1 | / | 33* | 46*
O=[N+]([O-])c1ccc(O)c(/C=N/Nc2ccccc2Cl)c1 | i | 81* | 35
O=C(CNS(=O)(=O)c1ccc2c(c1)OCCCO2)N1CCN(Cc2ccccc2)CC1 | / | 0 | -12
COc1ccccc1C1CC(=O)Nc2c1c(=O)n(C)c(=O)n2C (centres undefined) | i | 2 | 4
Cn1c(=O)c2nc(NCc3ccccc3)cnc2n(C)c1=O | i | 34 | -14
Cc1cc(C)n(-c2ncc3c(n2)N(CCO)CCOC3=O)n1 | i | 14 | 1
O=C(Cc1nc2ccccc2[nH]1)c1ccc(Br)cc1 | i | 14 | -11
COc1ccc(OC)c(C2C(C(=O)c3ccc(C)o3)=C(O)C(=O)N2CCN2CCOCC2)c1 (centres undefined) | i | -3 | 2
CCC(=O)N1CCc2cc(S(=O)(=O)CCC(=O)N3CCN(c4ccccc4F)CC3)ccc21 | i | 5 | -8
Cc1ccc(C)c(S(=O)(=O)N2CCCOC2CNC(=O)C(=O)NCCN2CCOCC2)c1 (centres undefined) | i | 5 | -16
CC(=O)Nc1nc(COc2ccc3ccccc3c2)cs1 | i | 23 | 10
CCOC(=O)c1c(CSC(=N)N)n(-c2ccc(C)cc2)c2cc(Br)c(OC(C)=O)cc12 | i | 6 | 4
O=C(NCc1cccnc1)C(=O)Nc1cc2c3c(c1)CC(=O)N3CCC2 | i | 4 | -12
CC(C)(CO)Nc1nc(N2CCCC2)nc(N2CCCC2)n1 | i | 17 | -28
CC(C)CCN(C(=S)Nc1cccc(F)c1)C1CCN(C(C)C)CC1 | i | 6 | -5
CCOC(=O)CC(=O)c1cc(OC)c(OC)c(OC)c1 | i | 9 | -20

13 entries already listed, sorted by molar mass, lowest first:
SMILES | CHT PAM | OX1R antag-1 | OX1R antag-2
O=[N+]([O-])c1ccc(O)c(/C=N/Nc2ccccc2Cl)c1 | i | 81* | 35
Cn1c(=O)c2nc(NCc3ccccc3)cnc2n(C)c1=O | i | 34 | -14
CC(=O)Nc1nc(COc2ccc3ccccc3c2)cs1 | i | 23 | 10
Cc1cc(C)n(-c2ncc3c(n2)N(CCO)CCOC3=O)n1 | i | 14 | 1
CC(C)(CO)Nc1nc(N2CCCC2)nc(N2CCCC2)n1 | i | 17 | -28
COc1ccccc1C1CC(=O)Nc2c1c(=O)n(C)c(=O)n2C (centres undefined) | i | 2 | 4
O=C(NCc1cccnc1)C(=O)Nc1cc2c3c(c1)CC(=O)N3CCC2 | i | 4 | -12
CC(C)CCN(C(=S)Nc1cccc(F)c1)C1CCN(C(C)C)CC1 | i | 6 | -5
CN(c1ccccc1)S(=O)(=O)c1cccc(NC(=O)COc2cccc([N+](=O)[O-])c2)c1 | / | 33* | 46*
O=C(CNS(=O)(=O)c1ccc2c(c1)OCCCO2)N1CCN(Cc2ccccc2)CC1 | / | 0 | -12
COc1ccc(OC)c(C2C(C(=O)c3ccc(C)o3)=C(O)C(=O)N2CCN2CCOCC2)c1 (centres undefined) | i | -3 | 2
Cc1ccc(C)c(S(=O)(=O)N2CCCOC2CNC(=O)C(=O)NCCN2CCOCC2)c1 (centres undefined) | i | 5 | -16
CCOC(=O)c1c(CSC(=N)N)n(-c2ccc(C)cc2)c2cc(Br)c(OC(C)=O)cc12 | i | 6 | 4

Other records follow.
SMILES | CHT PAM | OX1R antag-1 | OX1R antag-2
Cc1cc(NC(=O)C(C)SCC(=O)Nc2ccccc2C(C)(C)C)no1 (centres undefined) | i | 14 | -1
CNC(=O)COC(=O)/C=C/c1cccc(F)c1 | i | 20 | -18
COC(=O)CNc1nc(Cl)nc(Nc2ccc(Cl)cc2)n1 | i | 5 | -9
CC(C)c1nnc(NC(=O)CCC(=O)Nc2ccc3cn[nH]c3c2)s1 | i | 3 | -13
Cc1cc(C(F)(F)F)nn1Cc1n[nH]c(=S)n1-c1cccc(Cl)c1 | i | 3 | -19
COc1cccc(C(=O)NCC(c2cccs2)N2CCOCC2)c1 (centres undefined) | / | 0 | -4
O=C(CN1CCOCC1)N/N=C/c1ccc(-c2ccc(Br)cc2)o1 | i | 8 | -4
COc1cccc(CNC2CCCCCCC2)c1OC | i | 11 | -13
O=C(Nc1ccc2c(c1)CCC2)c1cc(F)cc(F)c1 | / | 11 | 4
O=C(c1ccc(S(=O)(=O)N2CCCCC2)cc1)N1CCN(c2ccccc2F)CC1 | i | 4 | -31
CCOc1ccc(/C=C2\SC(=S)N(CCC(=O)Nc3ccc(C(=O)O)cc3)C2=O)cc1 | i | 15 | -20
CCOc1ccc(-n2c(SCC(=O)Nc3ccc(OC)cc3)nc3c(c2=O)SCC3)cc1 | i | 19 | -24
COC(=O)c1cccc(C23CC4(C2)[C@H](CN(Cc2cccnc2)[C@@H]4c2ccccc2)C3c2ccccc2)c1 (some centres undefined) | i | 53 | -30
O=C(OCC(=O)N1CCOCC1)c1ccc2c(c1)OCCO2 | i | 16 | -18
Cn1c(SCC(=O)NNC(=O)c2ccccc2Br)nnc1C(F)(F)F | / | 0 | -14

Hits appear at their usual frequency. About 2.5% of those tested had a hit in this group.
